From PubChem
GSTO1 inh: blocks human GSTO1 in RBBP9 counter-screen. recombinant GSTO1, activity-based probe fluorescence polarization. 300,000 tested, 1.1% active. AID 1974. P78417. inhibition, % at 5.96 µM;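 active = inhibition above the campaign mean inhibition plus 3 SD, cut at about 35% in these data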;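 also: 0% = GSTO1-1 with DMSO and 100% = wells lacking GSTO1-1 enzyme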
PAD4 inh: PAD4 (human) enzyme inhibition. AID 485272. recombinant PAD4, RCA probe fluorescence polarization. inhibition, % at 6.36 µM. 330,000 tested, 0.41% active;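 active = percent inhibition above a cutoff equal to the mean of all tested compounds plus 3 SD, cut at about 15% in these data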;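 also: 0% = PAD4 with RCA probe and DMSO and 100% = probe without PAD4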
PME-1 primary: PME-1 (human) inhibition | Q9Y570 | recombinant PME-1, FP-Rh probe fluorescence polarization | inhibition, % at 5.9 µM | 320,000 tested, 0.53% active | AID 2130;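 active = inhibition above the campaign mean of all compounds plus 3 SD, cut at about 26% in these data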;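 also: competitive labeling of PME-1 active site by serine hydrolase directed probe; 0% = PME-1 with DMSO and 100% = wells lacking PME-1 enzyme; inhibitors block probe labeling so polarization falls and inhibition rises; many of its hits are not listed in these tables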
Target sequence (Q9Y570 whole entry, looked up): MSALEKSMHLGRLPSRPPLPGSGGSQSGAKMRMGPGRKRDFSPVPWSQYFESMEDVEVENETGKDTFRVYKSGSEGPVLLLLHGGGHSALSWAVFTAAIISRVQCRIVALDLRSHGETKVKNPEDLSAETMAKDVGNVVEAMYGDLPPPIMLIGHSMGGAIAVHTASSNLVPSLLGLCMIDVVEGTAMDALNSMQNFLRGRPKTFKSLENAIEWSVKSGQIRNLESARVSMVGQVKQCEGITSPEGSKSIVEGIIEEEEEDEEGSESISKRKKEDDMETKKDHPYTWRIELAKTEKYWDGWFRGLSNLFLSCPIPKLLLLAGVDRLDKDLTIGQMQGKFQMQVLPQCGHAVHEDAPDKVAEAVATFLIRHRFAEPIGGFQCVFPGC
PAFAH1B3 FP inh: inhibitors of human PAFAH1B3 | Q15102 | recombinant PAFAH1B3, FP-rhodamine probe, fluorescence polarization | inhibition, % at 3.39 µM | 340,000 tested, 0.28% active | AID 492972;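 active = inhibition above the screen-wide average of all tested compounds plus 3 SD, cut at about 25% in these data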;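 also: 0% = enzyme with DMSO only and 100% = wells lacking PAFAH1B3 protein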
Target sequence (Q15102 whole entry, looked up): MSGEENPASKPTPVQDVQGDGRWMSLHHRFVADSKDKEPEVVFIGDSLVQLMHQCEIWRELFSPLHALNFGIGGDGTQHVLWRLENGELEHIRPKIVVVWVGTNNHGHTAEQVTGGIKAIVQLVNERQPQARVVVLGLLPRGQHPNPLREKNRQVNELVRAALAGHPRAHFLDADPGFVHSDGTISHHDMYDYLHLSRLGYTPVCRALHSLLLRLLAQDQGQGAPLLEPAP
PAFAH2 inh: inhibitors of human PAFAH2 | Q99487 | recombinant PAFAH2, FP-rhodamine activity probe, fluorescence polarization | inhibition, % at 3.39 µM | 340,000 tested, 0.99% active;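 active = inhibition above the mean over all tested compounds plus 3 SD, cut at about 30% in these data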;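 also: inhibitors block probe labeling of enzyme so polarization drops; 0% = enzyme with DMSO and 100% = wells lacking PAFAH2 protein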
Fam108B counter: blocks mouse Fam108B hydrolase in RBBP9 counter-screen; recombinant Fam108B, FP-Rh probe fluorescence polarization; inhibition, % at 9.51 µM; 300,000 tested, 0.33% active; AID 1947;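 active = inhibition above the screen mean inhibition plus 3 SD, computed separately per campaign, cut at about 18% in these data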;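 also: inhibitors lower polarization as less probe binds the enzyme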
PAFAH1B2 inh: inhibitors of human PAFAH1B2; P68402; recombinant PAFAH1B2, FP-rhodamine activity probe, fluorescence polarization; inhibition, % at 3.39 µM; 340,000 tested, 1.2% active;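 active = inhibition above the mean of all tested compounds plus 3 SD, cut at about 24% in these data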;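 also: 0% = enzyme with DMSO and 100% = wells lacking PAFAH1B2; many of its hits are not listed in these tables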
Target sequence (P68402 whole entry, looked up): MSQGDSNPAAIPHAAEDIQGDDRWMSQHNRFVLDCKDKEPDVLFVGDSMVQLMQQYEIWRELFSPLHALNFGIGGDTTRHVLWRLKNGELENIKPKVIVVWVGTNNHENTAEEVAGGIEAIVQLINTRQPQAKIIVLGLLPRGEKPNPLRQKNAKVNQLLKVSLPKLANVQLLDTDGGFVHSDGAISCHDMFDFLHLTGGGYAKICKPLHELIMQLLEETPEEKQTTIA
pPAFAH FP inh: inhibitors of human plasma PAF acetylhydrolase (pPAFAH). AID 463082. inhibition, % at 3.39 µM. recombinant pPAFAH, FP-rhodamine probe fluorescence polarization. 330,000 tested, 1.5% active. Q13093;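 active = inhibition above the mean inhibition across the screen plus 3 SD, cut at about 25% in these data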;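 also: inhibitors block binding of the rhodamine activity-based probe so polarization drops; 0% = enzyme with DMSO and 100% = wells lacking pPAFAH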
LYPLA1 counter: LYPLA1 (human) inhibition in PME1 counter-screen | recombinant LYPLA1, FP-Rh probe fluorescence polarization | 320,000 tested, 0.16% active | O75608 | inhibition, % at 5.9 µM;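 active = inhibition above the mean of all tested compounds plus 3 SD, set per campaign, cut at about 14% in these data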;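 also: inhibitors block serine hydrolase probe labeling of LYPLA1 so polarization falls; 0% = enzyme with DMSO and 100% = wells lacking LYPLA1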
* hit, by the source's call; nt = not tested or not shown.

SMILES | GSTO1 inh | PAD4 inh | PME-1 primary | PAFAH1B3 FP inh | PAFAH2 inh | Fam108B counter | PAFAH1B2 inh | pPAFAH FP inh | LYPLA1 counter
Cc1cccc(CN2CCN(Cc3cccc(-n4cccn4)c3)CC2CCO)n1 (stereo not drawn) | 4 | -2 | -3 | nt | nt | 1 | nt | 1 | -1
O=C(COC(=O)C1CC1)NC(=O)NCc1ccccc1 | -3 | 1 | -1 | 0 | -2 | 6 | 2 | 4 | 2
COc1cccc(OC)c1C(=O)OCC(=O)N1CCC(Cc2ccccc2)CC1 | nt | -3 | nt | 3 | -4 | nt | 0 | -1 | nt
O=C(C1CCC(=O)N(C2CCCCCC2)C1)N1CCN(c2ccccc2Cl)CC1 (stereo not drawn) | 7 | 4 | 2 | 9 | 3 | 0 | 6 | 4 | -1
N#CC1=C(N)Oc2n[nH]c(-c3cccnc3)c2C1c1ccc([N+](=O)[O-])o1 (stereo not drawn) | 42* | -14 | 1 | 7 | 17 | 4 | 9 | 11 | -4
COc1ccccc1CCNC(=O)c1cnccn1 | 2 | -5 | -7 | -2 | 1 | 2 | -3 | -2 | 3
Cc1ccc(/C=C/C(=O)NCc2cccs2)cc1 | 3 | 0 | 2 | 5 | 5 | 0 | 10 | -6 | 0
CCOc1ccc(S(=O)(=O)N2CCOCC2)cc1NS(=O)(=O)c1ccc(OC)c([N+](=O)[O-])c1 | 8 | 2 | 17 | 6 | -4 | 3 | 9 | 3 | 1
CCn1c(COc2ccccc2C)nnc1SCC(=O)O | -5 | 2 | -3 | 1 | 10 | 1 | 8 | 3 | 0
Cc1cc(Cl)ccc1OCC(=O)Nc1ccccc1C(=O)N1CCOCC1 | -2 | 4 | -3 | 1 | 0 | 2 | 1 | -1 | -6
Cn1nnnc1SCC(=O)NCc1ccco1 | 5 | -3 | -1 | 6 | -13 | -5 | 1 | 2 | -4
CCC(=O)Nc1nnc(-c2ccncc2)s1 | 1 | -4 | 1 | -3 | 7 | 2 | 0 | 0 | 3
Cc1noc(C)c1CSCC(=O)Nc1nc2ccccc2s1 | 6 | -2 | 2 | -5 | -4 | 0 | -5 | 5 | -3
C=CCNC(=O)CN1CCC(n2nnc3cc(C(F)(F)F)ccc32)CC1 | 0 | -2 | -9 | 4 | 0 | 1 | 4 | 2 | -1
CCn1c(=O)[nH]c2cc(Cl)c(Cl)cc21 | 4 | 4 | 0 | 7 | -1 | 2 | 4 | 4 | -4
CCOC(=O)c1cc(C)sc1/N=C/C1=C(O)CCCC1=O | -7 | -6 | -1 | -2 | 6 | -3 | 1 | 1 | 0
O=C(O)c1ccc(N2C(=O)CC(Cc3ccccc3)C2=O)cc1 (stereo not drawn) | 2 | 0 | 6 | 6 | 6 | -1 | 7 | -1 | 1
Cc1cc(C)c(C(=O)COC(=O)C2CC3CCCC(C2)C3=O)c(C)c1 (stereo not drawn) | 12 | -3 | 4 | 4 | 3 | 1 | -5 | -3 | 2
COc1ccc(C)cc1NC(=O)COC(=O)c1ccc2ccccc2n1 | nt | 1 | -11 | 13 | 6 | nt | 1 | 16 | -2
CN(CC(=O)N1CCCCCC1)S(=O)(=O)c1ccc(Br)cc1 | 1 | -6 | 2 | 7 | 1 | -1 | 2 | -1 | 2

3 successive compounds already listed:
SMILES | GSTO1 inh | PAD4 inh | PME-1 primary | PAFAH1B3 FP inh | PAFAH2 inh | Fam108B counter | PAFAH1B2 inh | pPAFAH FP inh | LYPLA1 counter
Cc1cc(Cl)ccc1OCC(=O)Nc1ccccc1C(=O)N1CCOCC1 | -2 | 4 | -3 | 1 | 0 | 2 | 1 | -1 | -6
Cn1nnnc1SCC(=O)NCc1ccco1 | 5 | -3 | -1 | 6 | -13 | -5 | 1 | 2 | -4
CCC(=O)Nc1nnc(-c2ccncc2)s1 | 1 | -4 | 1 | -3 | 7 | 2 | 0 | 0 | 3

The list goes on.
SMILES | GSTO1 inh | PAD4 inh | PME-1 primary | PAFAH1B3 FP inh | PAFAH2 inh | Fam108B counter | PAFAH1B2 inh | pPAFAH FP inh | LYPLA1 counter
CC1(OC(=O)C2CCCC2)C(=O)C=C2C=C(c3ccsc3)N(CC3CC3)C=C2C1=O (stereo not drawn) | 40* | 11 | -1 | 16 | 0 | 3 | 3 | -3 | -1
COc1ccc(/C=C2/N=C(SC)NC2=O)cc1OC | -5 | 7 | 1 | 1 | 4 | -3 | 8 | -1 | 2
CCCc1cc2c(cc1NC(=O)c1ccco1)OCO2 | 12 | -2 | -1 | 9 | 2 | 1 | 3 | 9 | 1
Cc1cc(S(=O)(=O)c2ccc([N+](=O)[O-])cn2)ccc1Br | 8 | 6 | 2 | -4 | 0 | 0 | 3 | 0 | 2
Cc1cc(C(=O)N/N=C/c2ccc([N+](=O)[O-])s2)n[nH]1 | 23 | -1 | -1 | 13 | 4 | 2 | 6 | 1 | 0
O=C(c1ccccc1F)N1CCN(C(=O)C(c2ccccc2)c2ccccc2)CC1 | 8 | 3 | 5 | -6 | -1 | -1 | -1 | 1 | 2
O=c1c2cc([N+](=O)[O-])ccc2nc2n1CCCC2 | 4 | -3 | -3 | 1 | 5 | -2 | 3 | -3 | -2
CCOP(=O)(OCC)c1nc(-c2cccc3ccccc23)oc1N1CCCCC1 | -6 | -9 | -4 | 3 | 3 | 2 | 6 | 10 | -2
COc1cccc(-n2c(-c3ccco3)nc3nc4ccccc4nc32)c1 | 6 | -7 | 5 | -4 | -1 | -2 | 2 | 6 | 7
C#CCn1c(S(=O)(=O)Cc2ccc(OC)cc2)nc(-c2ccccc2)c1-c1ccccc1 | 0 | 5 | 5 | 6 | 5 | -1 | 11 | 1 | -3
COc1ccc(C2=CC(=O)C[C@H](c3ccc(F)cc3)C2)cc1OC | nt | 0 | 26 | 7 | -5 | nt | 0 | 5 | 0
Cn1c(N)c(C(=O)COC(=O)c2ccc(S(=O)(=O)N3CCCCC3)cc2)c(=O)n(C)c1=O | 2 | 5 | 7 | nt | nt | -2 | nt | 1 | 0
Cc1ccc(C)c(S(=O)(=O)/N=C2\C=C(NS(=O)(=O)c3ccccc3)C(=O)c3ccccc32)c1 | 82* | -2 | 5 | 25 | 17 | 4 | 6 | 17 | -13
COC(=O)c1ccccc1OC(=O)c1cc[n+]([O-])cc1 | 1 | 0 | 6 | 1 | 3 | 4 | 3 | 3 | 1
COc1ccc(/C=N/NC(=O)CSCC(=O)Nc2ccccc2)cc1OC | -3 | -3 | 1 | 7 | 9 | 2 | 2 | 7 | 0
CCOC(=O)C1CCN(C(=O)CC(C)S(=O)(=O)c2ccc3c(c2)NC(=O)CO3)CC1 (stereo not drawn) | 0 | -3 | 2 | 2 | 9 | 2 | 3 | 3 | -2
NC(=O)C1CCN(CC(=O)Nc2nccs2)CC1 | -2 | 2 | -3 | 4 | 2 | -2 | 3 | 3 | 1
COc1cccc(C(C(=O)NC2CCCCC2)N(C(=O)c2ccco2)c2ccc(-n3cnnn3)c(C)c2)c1 (stereo not drawn) | 1 | -1 | 2 | 4 | -5 | -2 | 2 | 2 | -2
Cc1nn(-c2ccccc2)c(C)c1C(=O)OC(C)C(=O)Nc1ccc(C(N)=O)cc1 (stereo not drawn) | nt | 0 | nt | 9 | 1 | nt | 0 | 0 | nt
Cc1cc(C)cc(NC(=O)c2nccnc2C(=O)O)c1 | -1 | 1 | 1 | 6 | 6 | 3 | 8 | 1 | -1

Quoted at random: two entries already listed
SMILES | GSTO1 inh | PAD4 inh | PME-1 primary | PAFAH1B3 FP inh | PAFAH2 inh | Fam108B counter | PAFAH1B2 inh | pPAFAH FP inh | LYPLA1 counter
Cc1cc(C)cc(NC(=O)c2nccnc2C(=O)O)c1 | -1 | 1 | 1 | 6 | 6 | 3 | 8 | 1 | -1
COc1ccc(/C=N/NC(=O)CSCC(=O)Nc2ccccc2)cc1OC | -3 | -3 | 1 | 7 | 9 | 2 | 2 | 7 | 0

Remaining list, next part
SMILES | GSTO1 inh | PAD4 inh | PME-1 primary | PAFAH1B3 FP inh | PAFAH2 inh | Fam108B counter | PAFAH1B2 inh | pPAFAH FP inh | LYPLA1 counter
O=C(COc1ccccc1)n1nc(-c2ccc(Cl)cc2)nc1NCc1ccco1 | -5 | -7 | 15 | 6 | 0 | -2 | 3 | -3 | 1
CC(C)(C)n1nc2c(c1NC(=O)c1cc3ccccc3o1)CSC2 | -6 | 3 | -14 | 9 | -2 | -15 | 4 | 0 | -8
Cc1ccc(NC(=O)COC(=O)c2cc(C)nc3ccccc23)c([N+](=O)[O-])c1 | 3 | 3 | 2 | 0 | -3 | -4 | -2 | 3 | -5
COc1ccc(NC(=O)C(=O)N/N=C\c2ccc(CNC(=O)C(=O)Nc3ccc(C)c(C)c3)o2)c(OC)c1 | 4 | -1 | -3 | nt | nt | 1 | nt | 5 | 1
COc1ccc(CCC(=O)NCc2ccco2)cc1 | 13 | -6 | -11 | -8 | 1 | -1 | 4 | 5 | 3
CCCOc1ccc(NC(=O)CC2C(=O)Nc3ccccc3N2CC(=O)N2CCCC2)cc1 (stereo not drawn) | nt | -7 | 11 | 14 | -2 | nt | 1 | 1 | -4
O=C(c1ccc(Cl)cc1)N1CCN(c2ccc([N+](=O)[O-])c(NCc3cccnc3)c2)CC1 | 0 | -1 | 4 | 3 | -4 | 1 | 1 | 6 | 3
O=C(CN1CCOCC1)Nc1ccc2c(c1)CCC2 | -15 | -5 | 1 | 5 | -2 | 3 | 4 | 2 | 5
N#CCCn1c(C(C#N)(CCC#N)CCC#N)nc2ccccc21 | 3 | -3 | 1 | 3 | 1 | -3 | -4 | 2 | 0
Cc1cc(C)c(S(=O)(=O)n2ccc(-c3ccc(OCCN(C)c4ccccn4)cc3)n2)c(C)c1 | -4 | -4 | 2 | -1 | -5 | -5 | 0 | 1 | -1
N#C/C(=C\c1ccc(O)c(O)c1)C(=O)NCCc1ccccc1 | 11 | -3 | 3 | 15 | 36* | 10 | 64* | 27* | -3
CCCC1C(c2ccco2)NC(c2ccco2)CC1(C)O (stereo not drawn) | 0 | -1 | 1 | -3 | 6 | -7 | 0 | 5 | -1
CC1(C)C2CCC1(CS(=O)(=O)Nc1ccc(S(=O)(=O)N3CCCCC3)cc1)C(=O)C2 (stereo not drawn) | -3 | 3 | -1 | 4 | 3 | -2 | 10 | 8 | 1
O=C1ON=C(c2ccccc2)/C1=C/c1ccccc1 | 4 | -4 | 1 | 7 | 2 | 1 | 7 | 3 | -2

An excerpt from above, showing only pPAFAH FP inh and PAFAH1B3 FP inh.
| molecule | pPAFAH FP inh | PAFAH1B3 FP inh |
| --- | --- | --- |
| CCCC1C(c2ccco2)NC(c2ccco2)CC1(C)O (stereo not drawn) | 5 | -3 |
| CC1(C)C2CCC1(CS(=O)(=O)Nc1ccc(S(=O)(=O)N3CCCCC3)cc1)C(=O)C2 (stereo not drawn) | 8 | 4 |

Not all compounds are listed; count on the stated rates, not on these rows.
